Screens (PubChem BioAssay)
Scp-1 inhibitor – Scp-1 phosphatase inhibitors, primary screen, biochemical, colorimetric, uHTS | Carboxy-terminal domain RNA polymerase II polypeptide A small phosphatase 1 (Homo … | Recombinant Scp1, phosphopeptide, malachite green phosphate absorbance | inhibition, % at 20 µM | hit rate 0.88% among 340,000;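 active means inhibition above about 50% at 20 µM, limit read from the data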;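 further: plate controls were DMSO wells with enzyme for no effect and wells lacking enzyme for full effect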
Target sequence (Q9GZU7 76-261 limits assumed): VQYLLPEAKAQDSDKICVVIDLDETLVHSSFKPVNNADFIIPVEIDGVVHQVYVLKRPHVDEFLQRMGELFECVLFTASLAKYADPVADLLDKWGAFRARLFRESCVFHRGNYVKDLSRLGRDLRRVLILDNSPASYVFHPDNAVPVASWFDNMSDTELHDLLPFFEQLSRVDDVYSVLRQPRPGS
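Times: enzyme reaction 45 min at room temperature, colour 5 min, stabilisation 30 min. Material: SCP-1 catalytic fragment, aa 76-261. Medium: Acidic Tris acetate buffer with magnesium and detergent. Signal: colorimetric free-phosphate detection, absorbance 630 nm. Read-out basis: % inhibition of SCP-1 phosphate liberation. Reagent: Phosphorylated 17-residue peptide substrate.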
SUMO1-SIM PPI – modulators of SUMO1 protein-protein interactions, primary screen, biochemical, uHTS; SUMO1 binding to a labelled peptide, TR-FRET, 1 h; Small ubiquitin-related modifier 1 (Homo sapiens), P63165; hit rate 0.33% among 360,000; inhibition, % at 20 µM; in the data active means inhibition above about 37%
Target sequence (P63165 whole entry, looked up): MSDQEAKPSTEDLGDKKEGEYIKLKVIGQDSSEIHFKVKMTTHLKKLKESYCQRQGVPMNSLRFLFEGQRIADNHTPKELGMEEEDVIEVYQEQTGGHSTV
DNMT1 block – human DNMT1 methyltransferase inhibitors, primary screen, biochemical, molecular beacon, fluorescence, HinP1I cleavage, uHTS. inhibition (reported as % activation of signal), % at 10 µM. hit rate 0.83% among 360,000. AID 588458, 2011; in the data active means inhibition above about 50%
STEP block – STEP phosphatase inhibitors, primary screen, biochemical, fluorescence intensity, uHTS. Tyrosine-protein phosphatase non-receptor type 5 (Homo sapiens), P54829. inhibition, % at 20 µM. hit rate 0.25% among 360,000. recombinant STEP, OMFP fluorogenic substrate. AID 588621, 2011;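 active means inhibition at 20 µM, scaled per plate between control wells, above about 37%, limit read from the data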;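 further: 0% = DMSO with enzyme and substrate and 100% = substrate only without enzyme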
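System: isolated STEP enzyme; schedule: 20 min enzyme reaction at room temperature, protected from light; medium: Bis-Tris buffer pH 6.0, 2.5 mM DTT, 0.005% Tween 20; signal: fluorescence, 480/540 nm; dosing: single compound dose of 20 µM, 1% DMSO final; also added: OMFP substrate, 25 µM final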
bovine MsrA act – bovine MsrA enzyme activators, primary screen, biochemical, absorbance, HTS; hit rate 0.3% among 360,000; AID 602163, 2012; activation, % at 10.6 µM; purified bovine MsrA, absorbance read-out; in the data active means activation above about 7.5%;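 further: 0% = vehicle and 100% = reference activator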
CendR NRP1 mod – modulators of CendR peptide binding to NRP-1, primary screen, biochemical, fluorescence polarization, uHTS | Neuropilin-1 (Homo sapiens), O14786 | FAM-RPARPAR peptide binding to NRP-1 | inhibition, % at 25 µM | hit rate 0.85% among 360,000;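 active means inhibition or corrected inhibition above about 18%, plus a signal ratio from 0.5 to 1.5, limit read from the data, passing the limit was not always enough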; further: strong numbers were not always called active
TbMetRS inhib – T. brucei MetRS inhibitors, primary screen, biochemical, luminescence; purified T. brucei MetRS, ATP depletion, Kinase-Glo luminescence; hit rate 0.4% among 360,000; AID 624268, 2012; inhibition, % at 11.9 µM; methionyl-tRNA synthetase (Trypanosoma brucei brucei);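 active means inhibition above a per-plate cutoff of the control wells' mean inhibition plus 3 SD, cut at about 5.5% in these data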;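 further: 0% = DMSO wells median and 100% = median of wells with control inhibitor compound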
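Material – parasite MetRS enzyme · Medium – HEPES-MgCl2-KCl buffer plus DTT, spermine, BSA, pyrophosphatase · Reagent – ATP, methionine and E. coli bulk tRNA substrates · Times – 15 min enzyme-compound preincubation, 2 h reaction, 10 min detection, 25 °C · Measured by – luminescence of leftover ATP · Evaluation – percent inhibition relative to median high and low control wells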
eLon inh – inhibitors of E. coli Lon protease, primary screen, biochemical, fluorescence polarization; P0A9M0; purified E. coli Lon protease; inhibition, % at 7.94 µM; hit rate 0.42% among 360,000; in the data active means inhibition above about 13%, passing the limit was not always enough;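 further: 0% = enzyme with probe and DMSO and 100% = no enzyme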
MsrA inhibitor – bovine MsrA enzyme inhibitors, primary screen, biochemical, absorbance, HTS; Methionine sulfoxide reductase A (Bos taurus); purified bovine MsrA, absorbance read-out; inhibition, % at 15.5 µM; hit rate 0.75% among 360,000; AID 651718, 2012; in the data active means inhibition above about 4.5%;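 further: 0% = vehicle wells with enzyme and 100% = reference inhibitor wells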
LMPTP block – LMPTP phosphatase inhibitors, primary screen, biochemical, fluorescence intensity, uHTS. Low molecular weight phosphotyrosine protein phosphatase (Homo sapiens), P24666. recombinant LMPTP-A, OMFP fluorogenic substrate. inhibition, % at 20 µM. hit rate 0.22% among 360,000;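 active means compounds that cut the enzyme signal by at least half of the control window in the single-dose screen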;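 further: plate controls were DMSO wells with enzyme plus substrate for no effect and substrate without enzyme for full effect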
Target sequence (P24666 whole entry, looked up): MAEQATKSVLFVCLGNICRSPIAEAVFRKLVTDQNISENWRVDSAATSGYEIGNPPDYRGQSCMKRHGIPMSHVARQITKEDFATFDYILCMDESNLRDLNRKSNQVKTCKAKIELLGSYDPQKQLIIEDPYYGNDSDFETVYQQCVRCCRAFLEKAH
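Material: LMPTP-A; amount: 0.625 nM enzyme; doses: single 20 µM dose; times: reaction 50 min, room temperature, dark; technique: fluorescence intensity of OMFP turnover product; benchmarks: no-enzyme and uninhibited controls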
* = called active by the depositor; . = not tested or not shown.

CendR NRP1 mod,LMPTP block,Scp-1 inhibitor,bovine MsrA act,MsrA inhibitor,STEP block,TbMetRS inhib,DNMT1 block,eLon inh,SUMO1-SIM PPI,Compound
7,-2.2,-5,-8,0.8,-1,-0.6,1,2,-9,O=C(NCCN1CCCCC1)/C(=C/c1ccco1)NC(=O)c1ccccc1
5,1.8,-4,-1,-0.1,4,-1.4,8,-12,2,C=CCC1[C@H](C)[C@H]2[C@@H]3CC[C@@H](C3)[C@H]2CN1S(=O)(=O)c1ccc(C)cc1 (stereo partly drawn)
5,1.4,-2,0,0.1,0,-0.3,-1,7,-4,COc1cccc(S(=O)(=O)Nc2ccc(C(=O)N3CCCCCC3)cc2)c1
-14,-0.5,-8,-2,-0.4,3,-0.4,4,-12,-5,O=CN1N=C(c2ccccc2)CC1c1ccccc1[N+](=O)[O-] (stereo not drawn)
13,-0.2,-4,-3,-0.5,2,0.0,-1,4,2,CCCCn1c(N)c(N(CCOC)C(=O)c2oc3ccc(OC)cc3c2C)c(=O)[nH]c1=O
14,0.1,-4,2,0.0,-2,0.5,0,-6,1,CC(C)c1cc(C(=O)NC2CCCc3c2cnn3-c2ccccc2F)no1 (stereo not drawn)
13,4.7,-5,-1,-1.3,-1,0.1,-3,1,5,O=C(NCc1ccc2c(c1)OCO2)C(=O)NCC1OCCN1S(=O)(=O)c1ccc(Br)cc1 (stereo not drawn)
-7,1.4,-13,-4,0.1,5,0.0,-2,-5,-1,CC1CCCCC1NC(=S)NC(=O)c1cccs1 (stereo not drawn)
-66,2.9,-8,-1,-0.3,-1,-0.2,0,-31,-22,N#CC1CC(c2ccc([N+](=O)[O-])cc2)=NN1c1ccc([N+](=O)[O-])cc1 (stereo not drawn)
0,-0.1,4,-7,0.3,-1,-0.4,0,-5,3,O=C(CN1CCCC1c1ccc2c(c1)OCCO2)NC(=O)Nc1ccccc1F (stereo not drawn)
-2,-0.4,-3,-5,0.5,0,-0.5,1,-2,2,CCNc1c(NC(=O)C2CCC(C)CC2)c(=O)oc2ccccc12 (stereo not drawn)
16,3.9,-4,-5,0.1,-1,0.4,5,-7,-5,CCOC(=O)c1sc(NC(=O)Nc2ccc(F)cc2)nc1C
4,-1.5,-7,-1,-1.1,0,-0.1,2,0,1,C=CCOc1ccnc(-c2ccccc2)n1
6,-0.3,-4,-11,-0.3,0,-2.0,-2,0,-2,CC1CCN(C(=O)Cn2c(=O)n(Cc3ccc4c(c3)OCO4)c(=O)c3ccccc32)CC1
-149,3.1,-5,-5,-0.6,1,0.6,66*,-99,10,Cc1cc(/C=C2\SC(=S)NC2=O)c(C)n1C1CC1
-19,0.1,-11,2,2.7,-1,-0.4,0,-4,-13,COc1cc(C2NC(=O)NC(C)=C2[N+](=O)[O-])cc(OC)c1OC (stereo not drawn)
-14,2.1,0,-3,2.4,0,-0.7,6,-17,-5,Cc1cc(C)c2nc(NNC(=O)c3cc(-c4cccs4)nc4ccccc34)sc2c1
5,2.7,-16,-1,0.4,-2,-0.1,8,-17,2,COC(=O)c1cc2c(ccn2-c2ccc(F)cc2)n1Cc1ccc(C#N)cc1
3,-10,-4,-1,0.3,0,0.2,-2,7,-6,COc1ccc(S(=O)(=O)N2CN3CCN(C3)C2)cc1
7,-0.3,-6,-1,-0.8,1,0.0,1,1,2,CCOC(=O)[C@H]1[C@H]2COc3cc(OC)ccc3[C@@H]2N2C(=O)c3cc(OC)ccc3NC(=O)[C@@]12C
-4,2.2,1,-13,1.1,0,-1.0,6,-1,-2,Cc1ccc(C(C)C)cc1OCC(=O)Nc1ccccc1N1CCCC1
4,0.6,7,-10,0.0,-1,-0.3,1,6,-17,CCOc1ccc(NS(=O)(=O)c2ccc(-c3ccc(=O)[nH]n3)o2)cc1
-41,-1.1,9,-1,-0.5,0,-1.0,1,-5,0,CC(C)(C)NC(=O)COc1ccc(S(=O)(=O)N2CCCC2)cc1
6,-1.2,-3,-4,1.2,3,-0.6,6,2,-1,Cc1ccccc1C(=O)NC(=S)Nc1cccc(NC(=O)C(C)C)c1

Some of these compounds in order of their number in STEP block, lowest first.
CendR NRP1 mod,LMPTP block,Scp-1 inhibitor,bovine MsrA act,MsrA inhibitor,STEP block,TbMetRS inhib,DNMT1 block,eLon inh,SUMO1-SIM PPI,Compound
5,2.7,-16,-1,0.4,-2,-0.1,8,-17,2,COC(=O)c1cc2c(ccn2-c2ccc(F)cc2)n1Cc1ccc(C#N)cc1
-19,0.1,-11,2,2.7,-1,-0.4,0,-4,-13,COc1cc(C2NC(=O)NC(C)=C2[N+](=O)[O-])cc(OC)c1OC (stereo not drawn)
6,-0.3,-4,-11,-0.3,0,-2.0,-2,0,-2,CC1CCN(C(=O)Cn2c(=O)n(Cc3ccc4c(c3)OCO4)c(=O)c3ccccc32)CC1
7,-0.3,-6,-1,-0.8,1,0.0,1,1,2,CCOC(=O)[C@H]1[C@H]2COc3cc(OC)ccc3[C@@H]2N2C(=O)c3cc(OC)ccc3NC(=O)[C@@]12C
6,-1.2,-3,-4,1.2,3,-0.6,6,2,-1,Cc1ccccc1C(=O)NC(=S)Nc1cccc(NC(=O)C(C)C)c1

Next section:
CendR NRP1 mod,LMPTP block,Scp-1 inhibitor,bovine MsrA act,MsrA inhibitor,STEP block,TbMetRS inhib,DNMT1 block,eLon inh,SUMO1-SIM PPI,Compound
-45,0.0,-10,-1,-0.7,2,-0.4,-1,-12,4,CN(Cc1cnn(C)c1)Cc1nc(-c2ccc(Cl)cc2)no1
-1,1.4,.,.,0.5,.,0.5,.,.,4,O=C(NC1CCCC1)C(c1ccccc1)n1c(CSCCOc2ccccc2)nc2ccccc21 (stereo not drawn)
1,-0.8,-7,-4,-0.8,0,-0.8,-1,6,0,O=S(=O)(Cc1ccc(Cl)cc1)NCc1cccnc1
-5,1.0,-8,1,-1.2,-2,-0.4,-13,-9,0,COc1ccccc1C(=O)O[C@H]1[C@H](Cc2ccccc2)NS(=O)(=O)[C@H]2C[C@@H]3C=C[C@]12O3
-23,2.5,2,-3,0.9,0,-0.5,1,-5,-3,O=C(NCC1CCCO1)c1cc2c(=O)[nH]c3ccccc3c2s1 (stereo not drawn)
-3,-0.8,-4,-1,-0.4,1,-0.3,2,-4,-6,O=C1CC(C2CCCO2)C(=O)N1c1ccc(Cl)c(Cl)c1 (stereo not drawn)
1,1.2,6,-2,-1.5,0,0.1,10,-3,0,O=C(c1ccc(S(=O)(=O)N2CCC(c3nc4ccccc4s3)CC2)cc1)N1CCCCC1
6,-1.2,-5,1,0.2,0,0.1,2,9,4,O=C(CSc1nnc(CNC(=O)c2ccco2)o1)Nc1ccc(Cl)cc1
-3,-2.1,-4,-3,0.1,-3,0.1,6,-3,-1,CCOc1ccccc1NC(=S)NCC1CCCO1 (stereo not drawn)
3,-1.0,-1,-1,-0.3,0,0.4,0,-4,4,Cc1cc(C(=O)N2CCN(c3ccccc3Cl)CC2)c(C)o1
6,-0.3,-3,-3,2.1,-2,0.5,-1,-14,-25,O=c1c([N+](=O)[O-])cccn1Cc1ccc(F)cc1Cl
3,-0.4,0,-4,3.5,-4,0.4,2,2,2,CCOC(=O)N1CCN(C(=O)C(=O)N/N=C/c2ccc(OC)cc2OC)CC1
12,0.5,-5,-6,-0.1,-4,-0.6,-1,5,1,Cc1cccc2cc(CN(CC(C)C)S(=O)(=O)c3ccccc3)c(=O)[nH]c12
-6,-3.0,-8,-10,-1.5,-3,-0.2,0,-1,-2,Cc1nc2ccccc2n1CC(=O)OCC(=O)Nc1ccc2c(c1)OCCO2
-32,0.4,0,-2,-0.2,-1,-0.2,-4,-7,3,COc1nc(N)c(S(=O)(=O)c2ccccc2C)cc1C#N
1,-7.0,-11,-1,-0.6,-2,0.4,-1,-4,-3,O=S(=O)(NCCCN1CCOCC1)c1ccc(Cl)s1
-2,0.0,-5,-3,-0.5,1,0.2,1,7,2,Cc1ccsc1C(=O)Nc1ccccc1N1CCOCC1
7,-0.4,-5,-1,-1.0,-2,-0.1,-7,4,0,Cc1c(C)c(C)c(S(=O)(=O)NCCC(=O)N2CCN(Cc3ccc(C#N)cc3)CC2)c(C)c1C
-13,0.5,0,0,-0.6,0,-0.3,0,-2,8,COc1cccc(C2CC(c3ccccc3)n3ncnc3N2)c1 (stereo not drawn)
-3,2.7,-4,1,0.1,1,0.7,-9,12,13,Nc1nc(Br)c2ccccc2c1-c1ccc(F)cc1
-7,-1.2,-1,-2,0.2,1,-0.2,0,1,-3,CCOC(=O)c1ccc(NC(=O)Nc2c(C)n(C)n(-c3ccccc3)c2=O)cc1
-6,0.7,1,-2,1.1,1,1.0,-3,4,-5,O=C(CCC1CCCC1)Nc1cccc(Cc2ccncc2)c1
2,-1.1,-3,-1,1.0,-1,-0.6,2,-3,1,CC(C)(C)C(=O)CNS(=O)(=O)c1ccc(S(=O)(=O)NC2CCCC2)cc1
9,-0.8,-11,0,-0.9,0,-0.3,6,-4,-5,Cc1ccc(NC(=O)CCC(=O)NNC(=O)COc2ccc([N+](=O)[O-])cc2)c(C)c1
